Source: PubChem (several laboratories)
FID counter – counter-screen for HCV NS3 helicase inhibitors: DNA intercalator displacement. inhibition, % at 7.9 µM. DNA fluorescent intercalator displacement, fluorescence. 290,000 tested, 0.17% active; in the data active = inhibition above about 37%;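 note: 0% = vehicle and 100% = reference compound; higher means more ethidium bromide displaced from hairpin DNA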
MEKK2 WT-MEK5 – raises or lowers MEK5 binding to wildtype human MEKK2 PB1 domain; Q9Y2U5; bead flow cytometry, Alexa488-MEK5 binding to MEKK2 WT; actives lie on both sides; binding response (% of control), % at 10 µM; 290,000 tested, 1.1% active; in the data active = binding response below about 67% or above about 130%
GalR3 antagonist – antagonists of human GalR3. O60755. HEK293 GalR3-CNG cAMP membrane potential fluorescence; galR3 body fused to GalR1 C-terminus. inhibition, % at 3 µM. 360,000 tested, 0.44% active;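 active = inhibition above the screen-wide average plus 3 SD, cut at about 13% in these data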;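 note: forskolin and galanin both at EC90 stimulate the cells; cAMP rise reported by CNG channel membrane potential dye signal; 0% = forskolin plus galanin with DMSO and 100% = forskolin alone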
Target sequence (O60755 1-299 limits assumed): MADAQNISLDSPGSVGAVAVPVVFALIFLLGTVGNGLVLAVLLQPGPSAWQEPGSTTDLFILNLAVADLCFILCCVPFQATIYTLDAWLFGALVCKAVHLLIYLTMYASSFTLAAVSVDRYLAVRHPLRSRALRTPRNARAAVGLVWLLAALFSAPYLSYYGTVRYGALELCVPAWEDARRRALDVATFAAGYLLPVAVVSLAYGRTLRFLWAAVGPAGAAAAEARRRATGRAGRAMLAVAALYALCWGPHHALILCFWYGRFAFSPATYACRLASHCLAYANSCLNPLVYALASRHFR
MEKK3 PB1 HTS – raises or lowers MEK5 binding to the human MEKK3 PB1 domain. Q99759. bead-based flow cytometry, Alexa488-MEK5 binding to MEKK3; actives lie on both sides; 0 = blocked by unlabeled MEK5, 100 = vehicle. binding response (% of control), % at 10 µM. 290,000 tested, 1.4% active;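 active = binding response more than 3 SD above or below the average of its plate-row segment, actives on both sides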;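 note: Alexa488 bead fluorescence after subtracting the streptavidin-only scavenger bead signal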
Target sequence (Q99759 whole entry, looked up, the tested form may be a part): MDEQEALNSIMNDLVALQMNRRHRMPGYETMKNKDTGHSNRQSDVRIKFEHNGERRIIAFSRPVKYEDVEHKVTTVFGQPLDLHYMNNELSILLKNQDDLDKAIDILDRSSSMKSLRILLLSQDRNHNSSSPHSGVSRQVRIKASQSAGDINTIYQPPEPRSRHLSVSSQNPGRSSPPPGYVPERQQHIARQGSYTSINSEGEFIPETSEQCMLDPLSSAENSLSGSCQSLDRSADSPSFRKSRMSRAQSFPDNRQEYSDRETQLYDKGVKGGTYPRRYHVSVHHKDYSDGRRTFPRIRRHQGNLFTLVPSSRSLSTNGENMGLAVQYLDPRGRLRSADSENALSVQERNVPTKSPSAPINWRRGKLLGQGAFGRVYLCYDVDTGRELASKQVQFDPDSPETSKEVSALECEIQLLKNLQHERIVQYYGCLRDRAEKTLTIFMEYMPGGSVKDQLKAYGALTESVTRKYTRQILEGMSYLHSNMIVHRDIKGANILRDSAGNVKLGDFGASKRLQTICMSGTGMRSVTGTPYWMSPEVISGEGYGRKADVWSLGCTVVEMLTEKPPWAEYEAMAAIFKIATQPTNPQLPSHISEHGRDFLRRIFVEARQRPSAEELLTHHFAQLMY
MEKK2mut PB1 HTS – signal of MEK5 binding to mutant human MEKK2 PB1 domain; bead flow cytometry, Alexa488-MEK5 binding to MEKK2 mutant; percent response, % at 10 µM; 290,000 tested, 0.35% active; AID 1530; in the data active = percent response above about 24%, passing the limit was not always enough; note: inactives centre near 1; some results filed as inactive read as strong as hits
CRFR2-BP ag – agonists of human CRF-binding protein/CRF-R2 receptor complex | HEK293 CRF-R2/CRF-BP, calcium dye fluorescence (FLIPR); percent of saturating CRF peptide response | activation, % at 13.2 µM | 350,000 tested, 0.46% active;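 active = activation of at least 50%, plus an integration ratio under a set limit after plate pattern correction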;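 note: plate controls were neutral control wells without compound for no effect and CRF at EC100 for full effect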
NS3 helicase inh – blocks Hepatitis C virus NS3 helicase unwinding; NS3 helicase DNA unwinding, Cy5 molecular beacon fluorescence; 290,000 tested, 0.56% active; inhibition, % at 10.9 µM;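 active = inhibition above the mean of all tested compounds plus 3 SD, set per campaign, cut at about 35% in these data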;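 note: 0% = DMSO wells and 100% = thioflavine S control wells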
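assay system = NS3 helicase fragment of HCV | buffer or medium = MOPS pH 6.5, MgCl2, DTT, Tween20, BSA | timing = 60 min unwinding reaction at 25 °C after ATP addition | signal = Cy5 beacon fluorescence read at start and 1 h | read-out basis = % inhibition of unwinding | control set = low DMSO, high thioflavine S at 110 µM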
UBC9 SUMO inh – blocks human SUMOylation mediated by UBC9; P63279; HTRF SUMOylation assay, SAE1/SAE2 + UBC9, in vitro; inhibition, % at 35 µM; 290,000 tested, 0.36% active; AID 2006; in the data active = inhibition above about 50%, passing the limit was not always enough; note: strong numbers were not always called active
Target sequence (P63279 whole entry, looked up): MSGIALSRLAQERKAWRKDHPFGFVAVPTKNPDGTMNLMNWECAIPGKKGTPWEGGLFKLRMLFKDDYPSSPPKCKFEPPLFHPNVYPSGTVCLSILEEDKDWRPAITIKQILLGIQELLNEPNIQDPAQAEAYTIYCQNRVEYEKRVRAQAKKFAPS
CRFR2-BP antag – CRF-BP/CRF-R2 complex antagonism; HEK293 CRF-R2/CRF-BP, CRF-induced calcium fluorescence; inhibition, % at 11.8 µM; 350,000 tested, 0.59% active;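 active = inhibition of the ligand-induced calcium signal above about 50% at the single tested concentration, limit read from the data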
* = called active by the depositor; x = no result given. An excerpt. The share of hits here may be higher or lower than overall.

SMILES	FID counter	MEKK2 WT-MEK5	GalR3 antagonist	MEKK3 PB1 HTS	MEKK2mut PB1 HTS	CRFR2-BP ag	NS3 helicase inh	UBC9 SUMO inh	CRFR2-BP antag
CCCC(=O)N/C(N)=N/c1nc2ccccc2o1	-8	104	-4	99	-1	-0.1	4	10	3
CCOC(=O)c1oc2nc(C)c3c(c2c1N)CC(C)(C)OC3	-2	108	-3	107	-2	-3.1	-6	37	5
Cc1ccc(OCC(O)CN2CCN(Cc3ccc4c(c3)OCO4)CC2)cc1C (centres undefined)	5	100	-8	98	1	2.1	-26	-13	-32
CC(=O)c1cccc(NC(=O)/C(=C\c2cccnc2)NC(=O)c2ccccc2)c1	-6	96	-8	98	-2	5.0	1	9	-1
Cc1nonc1CC(=O)N1CCCC(C(=O)c2ccc(Cl)cc2)C1 (centres undefined)	-10	103	1	102	6	3.5	0	3	-1
COCCNC(=S)Nc1ccc2nc(N3CCCC3)cc(C)c2c1	8	109	-7	102	1	-1.0	1	30	-2
O=C(NCc1cccnc1)c1cnc2ccccc2n1	0	102	-4	100	1	-0.7	-13	-10	10
O=C(COc1ccc(S(=O)(=O)N2CCCCC2)cc1)Nc1ccccc1F	-35	92	-3	98	-7	0.1	-1	-10	-42
COc1ccc(-c2nnc(NC(=O)Cc3ccccc3)s2)c(OC)c1	-7	99	0	97	-5	1.9	9	6	-15
N#C/C(=C(/O)Cc1cccc2ccccc12)c1nc2ccccc2s1	0	95	1	98	-3	37	12	15	60*
Cc1nn(CC(=O)N2CCN(C34CC5CC(CC(C5)C3)C4)CC2)c(C)c1[N+](=O)[O-]	1	98	-7	98	-1	-0.8	-2	2	-9
CC(Oc1ccc(-c2ccccc2)c(F)c1)c1ccn(S(=O)(=O)c2cccc3ccccc23)n1 (centres undefined)	-2	x	-3	x	x	6.6	-1	6	-33
COC(=O)CNc1nc(Cl)nc(Nc2ccc(Cl)cc2)n1	2	107	-5	116	0	-0.7	0	27	-15
Cc1ccc(C(=O)O)cc1NC(=S)NC(=O)c1ccc(-c2ccc(Cl)cc2)o1	-6	90	-3	95	-1	0.3	9	25	2
COc1cccc(/C=C2\SC(=S)N(CCC(=O)Nc3ccc(O)cc3)C2=O)c1	-13	99	-2	101	2	-1.4	-6	24	7
Cn1c(-c2ccc(=O)[nH]c2)nc2ccccc21	0	107	2	108	10	-3.2	-4	15	-2
O=C(/C=C/c1ccccc1)Nc1nnc(-c2ccco2)o1	-1	96	-4	102	-2	-0.6	4	9	11
O=C(CSc1ccc(-c2cccnc2)nn1)Nc1ccc(Br)cc1	-16	106	0	103	3	0.1	-11	7	-10
O=C(CCc1ccccc1)NNC(=O)C1CCCCC1	-3	99	-6	99	-1	2.7	2	6	0
COc1nc(C)ccc1-c1noc(-c2cccs2)n1	-7	100	-5	102	2	-1.1	-12	14	-9
CCCCNc1c(N)n(CCCC)c(=O)[nH]c1=O	-5	98	x	96	-2	x	-8	-7	x
COc1ccc(C(=O)Nc2cccc(C(=O)O)c2)cc1S(=O)(=O)N1CCCC1	-15	100	-3	101	2	1.2	1	1	-15
COC(=O)c1ccc(CSc2nnnn2-c2ccc(C)cc2C)o1	-21	93	-4	98	-3	-0.1	-2	21	38
Cc1cccc(C(C)C)c1NC(=O)COC(=O)COc1ccc2c(C)cc(=O)oc2c1	-17	102	4	96	0	-1.0	8	-1	9
CN(NC(=O)Nc1ccccc1)c1cnn(C)c(=O)c1Cl	0	106	-6	101	0	2.7	0	-20	120*
Cc1cc(C(=O)NCCc2ccc(Cl)cc2)c2ccccc2n1	-30	103	-5	100	-1	0.5	-6	6	1
COCc1ccc(C(=O)N2CCCC(Nc3ccc(C(C)C)cc3)C2)s1 (centres undefined)	-41	102	-1	101	3	-1.7	-5	-10	22
COc1ccc(-n2nc3c(N4CCC(C(=O)NCc5cccc(C)c5)CC4)nnc(C)c3c2C)cc1	21	110	-8	99	4	-3.4	-34	10	-13
Cc1nc(SCc2cccnc2)[nH]c(=O)c1C	1	100	x	101	-5	-1.0	7	0	1
NC1=C(c2ccccc2)C(=O)NC1=O	-8	100	-12	100	0	4.4	37*	0	-15
COc1ccc(-c2[nH]ncc2CNC(C)c2cn(C)nc2C)c(F)c1 (centres undefined)	-11	112	-3	113	2	-1.0	3	18	2
N#Cc1c(N)nc2c(c1-c1ccc(F)cc1)c(=O)nc1sccn12	-4	99	-6	93	-2	-0.3	-32	11	23
CCN(CC)CC(O)Cn1c2ccccc2c2ccccc21 (centres undefined)	14	105	-2	105	9	0.3	-14	18	-7
Cc1cc(/C=C2/SC(=O)N(CC(=O)N3CCCC3)C2=O)c(C)n1C	-21	95	-6	101	-4	-1.4	-15	1	-3
COc1ccc(Cc2nc(N)nc(N)n2)cc1	-3	107	-3	103	13	3.1	10	5	-1
Nc1c(C(=O)Nc2ccc(F)cc2)nnn1-c1cccc(C(F)(F)F)c1	-2	102	4	95	-2	9.8	-14	4	-14
COc1ccc(CNC(=O)C(CCSC)NC(=O)c2ccco2)cc1 (centres undefined)	0	116	-3	110	17	0.1	4	4	-14
Cc1cccc(C)c1NC(=O)CSc1nc(-c2ccco2)cc(C(F)(F)F)n1	-1	99	-1	96	6	-1.3	13	11	10
CC(C)C(O)(C#CCN1CCCCCC1)c1ccccc1 (centres undefined)	4	91	-3	94	-10	-0.6	-4	10	-10
CCOCCCNC(=O)/C(C#N)=C/c1cc(Br)c(O)c(Br)c1	-16	104	x	106	8	2.4	14	17	12
CC(=O)Nc1ccc(S(=O)(=O)N(C)CC(=O)NC2=NCCS2)cc1	2	102	-2	100	-1	0.9	-3	15	11
COc1ccc(CNC(=O)COC(=O)CCOc2ccccc2)cc1	-12	108	-1	105	1	0.4	-5	1	11
CCCCN1CN(Cc2ccco2)CNC1=S	-10	95	-5	96	-3	0.1	1	-10	3
O=C(Cn1nnc(-c2ccc(NC(=O)c3ccccc3F)cc2)n1)NCc1ccc(F)cc1	0	90	-1	95	-4	-0.4	-1	34	4
C=CCNC(=O)c1ccc2c(=O)n(CCCN3CCCC3=O)c(=S)[nH]c2c1	-16	96	-1	98	-5	-1.1	12	3	11
Cc1ncc(CN2CCCC(C(=O)Nc3ccc(-c4cccc(F)c4)cc3)C2)s1 (centres undefined)	1	107	-3	99	3	2.0	-27	1	-24
CCOc1ccc(CCNC(=O)CS(=O)(=O)Cc2nc(-c3cccc(OC)c3)oc2C)cc1	-57	102	-1	100	-2	-0.4	-18	19	-16
O=C(N=C1SC2CS(=O)(=O)CC2N1c1ccc(F)cc1)C1CCCCC1 (centres undefined)	-20	105	0	105	7	-0.6	5	x	-20
CC(=O)Nc1ccc(OC(=O)Oc2ccc(NC(C)=O)cc2)cc1	-5	103	-7	106	6	0.9	0	22	2
COc1cccc(N2CC(C(=O)Nc3nnc(SCCN4CCOCC4)s3)CC2=O)c1 (centres undefined)	-39	105	-3	102	4	0.6	6	13	-8
O=C(Cn1nc(-c2ccccc2)c2ccccc2c1=O)NN1CCOCC1	-19	70	-3	69	-5	-0.4	25	-17	-3
Cc1cc(C)nc(SCc2nnc(SCC(=O)Nc3ccc(Cl)c(C(F)(F)F)c3)o2)n1	-16	105	-8	105	5	8.0	-4	1	-36
Cc1cc(F)ccc1NC(=S)NC1CCCC1	-8	96	-2	100	-3	-0.1	-2	6	-4
CCCNC(=O)CCc1c(C)nc2c(c(C)nn2-c2ccc(C)cc2)c1C	-33	106	-10	107	12	-0.7	7	17	-4
O=C(Cn1c(=O)oc2ccc(Cl)cc21)Nc1ccon1	2	98	-9	99	-1	-0.4	-3	14	-18
CCC(C(=O)NCc1cccnc1)n1nc(C)n2c(cc3occc32)c1=O (centres undefined)	-7	104	-10	106	3	-1.0	7	10	-9
O=C(O)CCC(=O)N1CCN(c2nc3ccccc3s2)CC1	-4	102	-3	104	4	1.2	1	13	-34
O=C1CCCN1CCCNC(=S)Nc1ccc(Nc2ccccc2)cc1	15	108	-8	114	4	1.2	-2	0	-2
Cn1c(-c2cnn(-c3ccccc3)c2-n2cccc2)n[nH]c1=S	-11	102	-6	101	-2	0.3	-20	12	13
CC(C)(C)C(=O)Nc1nnc(SCC(=O)Nc2ccc3c(c2)OCO3)s1	0	107	-10	117	1	0.2	3	16	-15

Looked up by structure from the entries so far:
SMILES	FID counter	MEKK2 WT-MEK5	GalR3 antagonist	MEKK3 PB1 HTS	MEKK2mut PB1 HTS	CRFR2-BP ag	NS3 helicase inh	UBC9 SUMO inh	CRFR2-BP antag
Cn1c(-c2cnn(-c3ccccc3)c2-n2cccc2)n[nH]c1=S	-11	102	-6	101	-2	0.3	-20	12	13
Cc1ncc(CN2CCCC(C(=O)Nc3ccc(-c4cccc(F)c4)cc3)C2)s1 (centres undefined)	1	107	-3	99	3	2.0	-27	1	-24
O=C(N=C1SC2CS(=O)(=O)CC2N1c1ccc(F)cc1)C1CCCCC1 (centres undefined)	-20	105	0	105	7	-0.6	5	x	-20

The main list resumes, repeating the 3 entries before the break.
SMILES	FID counter	MEKK2 WT-MEK5	GalR3 antagonist	MEKK3 PB1 HTS	MEKK2mut PB1 HTS	CRFR2-BP ag	NS3 helicase inh	UBC9 SUMO inh	CRFR2-BP antag
O=C1CCCN1CCCNC(=S)Nc1ccc(Nc2ccccc2)cc1	15	108	-8	114	4	1.2	-2	0	-2
Cn1c(-c2cnn(-c3ccccc3)c2-n2cccc2)n[nH]c1=S	-11	102	-6	101	-2	0.3	-20	12	13
CC(C)(C)C(=O)Nc1nnc(SCC(=O)Nc2ccc3c(c2)OCO3)s1	0	107	-10	117	1	0.2	3	16	-15
Cc1cc(=O)c2ccc3ccccc3c2[nH]1	-1	x	-6	x	x	-0.2	-7	20	12
COC(=O)CNC(=O)CCCCC(=O)NCC(=O)OC	21	97	-7	100	-1	-2.5	6	2	4
COc1cccc(/C=C/C(=O)Nc2ccc3nc4n(c(=O)c3c2)CCCC4)c1OC	-8	107	-6	98	8	-1.6	13	4	-19
C=CCn1c(SCc2nc3ccccc3[nH]2)nnc1-c1ccncc1	-1	98	-5	98	8	0.0	7	23	12
Nc1cc(Cl)ccc1C(=O)OCC(=O)NC(=O)NCc1ccccc1	-6	103	0	102	-2	-4.3	-2	-5	17
O=C(CC(C(=O)O)c1ccccc1)Nc1ccccc1 (centres undefined)	4	93	-6	97	-1	1.4	-3	-5	2
COc1ccccc1N1CCN(S(=O)(=O)c2ccc(NC(C)=O)cc2)CC1	-13	107	-11	106	9	-4.3	-8	9	-12
Cc1ccccc1-n1c(C)nnc1SCC(=O)NNC(=O)c1ccccc1	-3	104	-3	148*	0	-3.3	0	-10	9
COCCn1c(=S)[nH]c2ccc(N(C)C)cc2c1=O	-2	94	-5	100	2	0.6	39*	37	9
O=C(Oc1cc(=O)oc2ccccc12)c1ccccc1	-8	79	2	79	-16	1.2	1	6	7
Cc1c(NC(=O)C(C)OC(=O)/C=C/c2ccco2)c(=O)n(-c2ccccc2)n1C (centres undefined)	-9	100	-1	106	4	-1.4	6	9	-3
Cc1cccc(NC(=S)N(CCN2CCOCC2)Cc2cc3cc4c(cc3[nH]c2=O)OCO4)c1	-2	100	-9	98	-1	0.1	7	23	2
N#CCCn1ncc2ccccc21	7	94	-1	94	-8	-0.5	12	-15	6
Cc1c(Br)c(O)c(Br)c(O)c1/C=N/n1c(-c2ccccc2)n[nH]c1=S	-8	99	x	102	4	2.5	36*	16	7
CCC(C)[C@@H](C(=O)N1CCNCC1)n1cc(CCCCN)nn1 (some centres undefined)	3	99	-3	98	-3	0.5	-5	-3	1
